# AmpC detergent – qHTS Inhibitors of AmpC Beta-Lactamase (assay with detergent). AmpC hydrolysis of nitrocefin, absorbance 480 nm, 0.01% Triton. AID 485294, 2010. hit rate 0.041% among 370,000. P00811. Potency, µM (series often up to 114 µM), without a hit: top-dose activity change, negative = inhibition, most hits filed as inhibitors;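 also: potency is read from the fitted curve at half-maximal effect; 0% = no-compound wells and -100% = no-enzyme wells; nearly all actives have a fitted effect of over 25% in size; some results filed as inactive show a strong effect at the top dose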
# Target sequence (P00811 whole entry, looked up): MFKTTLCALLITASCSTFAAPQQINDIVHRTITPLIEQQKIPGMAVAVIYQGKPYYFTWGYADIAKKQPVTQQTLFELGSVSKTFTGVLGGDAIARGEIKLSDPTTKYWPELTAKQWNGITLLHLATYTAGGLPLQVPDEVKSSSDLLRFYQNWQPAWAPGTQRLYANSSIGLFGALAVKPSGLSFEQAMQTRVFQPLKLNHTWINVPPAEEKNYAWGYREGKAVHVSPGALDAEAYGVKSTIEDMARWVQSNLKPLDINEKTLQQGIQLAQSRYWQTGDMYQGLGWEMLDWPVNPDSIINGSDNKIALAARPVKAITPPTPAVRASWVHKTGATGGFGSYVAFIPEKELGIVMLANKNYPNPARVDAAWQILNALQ
#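 AmpC (5.3 nM in the dispensed reagent) in 20 mM phosphate pH 7.0 with 0.01% (detergent screen) or 0.0001% Triton X-100 was preincubated with compounds for 15 min at room temperature. Nitrocefin was then added from an 800 uM solution, and hydrolysis was followed at 480 nm.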
# Giardia FBPA inh – qHTS Assay for Inhibitors of Fructose-1,6-bisphosphate Aldolase from Giardia Lamblia | Potency, µM (top dose mostly 59.6 µM), without a hit: at the highest dose activity, negative = inhibition, most hits filed as inhibitors | purified Giardia FBPA | A8B2U2 | hit rate 0.71% among 290,000; also: potency is read from the fitted curve at half-maximal effect; nearly all actives have a fitted effect of over 55% in size
# Target sequence (A8B2U2 whole entry, looked up): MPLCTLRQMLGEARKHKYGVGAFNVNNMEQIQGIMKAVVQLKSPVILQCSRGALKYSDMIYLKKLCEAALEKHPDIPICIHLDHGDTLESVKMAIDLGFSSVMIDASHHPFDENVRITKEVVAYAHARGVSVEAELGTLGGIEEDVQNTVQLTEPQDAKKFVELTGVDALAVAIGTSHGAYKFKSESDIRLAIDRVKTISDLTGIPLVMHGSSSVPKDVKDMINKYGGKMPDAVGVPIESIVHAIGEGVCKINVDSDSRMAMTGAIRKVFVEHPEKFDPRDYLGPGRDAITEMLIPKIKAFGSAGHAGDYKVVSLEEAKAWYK
#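 40 nM FBPA preincubated 10 min at RT with compound (up to 57.5 uM final), then substrate plus GAPDH/TPI/NAD/arsenate coupling and diaphorase/resazurin added. Fluorescence read after 20 min at RT, 525/598 nm.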
# HCMV antiviral – qHTS Assay for inhibitors of the human cytomegalovirus (HCMV) | activity change, negative = inhibition, % at 57.5 µM | hit rate 4.5% among 410,000 | HFF cells, HCMV-luciferase reporter, 72 h; active compounds read low | AID 1259415, 2018; in the data active = activity change below about -60%; inconclusive = no clear call, values can overlap the other calls; inactive = above about -39%
#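 Cell-based, HFFs, 1000 cells/well, 16 h 37C; cpds in DMSO + HCMV-luc, MOI 1 PFU/cell; 72 h 37C; OneGlo luminescence after 5 min RT; norm. to buffer vs Salinomycin 10uM.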
# AMA1 RON2 block – qHTS for Inhibitors of AMA1-RON; Towards Development of Antimalarial Drug Lead: Primary Screen | Plasmodium falciparum AMA1 (3D7) - RON2 peptide interaction | AlphaScreen AMA1-biotinylated RON2 peptide binding | Potency, µM (titrated, usually from 58.2 µM), for inactives: at the highest dose activity change, negative = inhibition, most hits filed as inhibitors | hit rate 0.2% among 360,000 | AID 720542, 2013;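 also: potency is read from the fitted curve at half-maximal effect; 0% = vehicle wells and -100% = peptide control; nearly all actives have a fitted effect of over 45% in size; some results filed as inactive show a strong effect at the top dose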
#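 AMA1 (3D7) with his tag at 25 nM final met compounds first, then biotinylated RON2 peptide at 25 nM; detection used donor plus acceptor beads, 10 µg/mL apiece, read by AlphaScreen after 30 min at room temperature.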
# HCV inh – qHTS Assay for Inhibitors of Hepatitis C Virus (HCV) | Huh7.5.1 HCVcc-Cre infection, luciferase reporter, 44 h | hit rate 3.4% among 340,000 | Potency, µM (titrated, usually from 41.8 µM), inactives show top-dose activity change, negative = inhibition, hits mostly inhibitors; also: potency is read from the fitted curve at half-maximal effect
#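 After 44 h co-culture of compound, cells and HCVcc-Cre (~0.5 moi), substrate is added for 15 min at room temperature and luciferase measured over 15 sec. Cells were seeded at 1,000/well and pre-cultured 4 h.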
# Sm TGR block – qHTS Assay for the Inhibitors of Schistosoma Mansoni Peroxiredoxins; Schistosoma mansoni thioredoxin glutathione reductase (TGR), Q962Y6; purified TGR, DTNB reduction, TNB absorbance 405 nm; Potency, µM (doses to about 114 µM), for inactives: at the top dose activity change, negative = inhibition, usual class: inhibitors; hit rate 3% among 360,000; also: potency is read from the fitted curve at half-maximal effect; nearly all actives have a fitted effect of over 60% in size
#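 TGR 20 nM + NADPH 100 uM (dispensed conc.), cpd preinc 15 min RT; start with NADPH (500 uM addition) then DTNB (15 mM addition). Kinetic TNB absorbance, 405 nm filter. Four-parameter Hill fit across titration.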
# Starred values were filed as active, the others as inactive; ? = inconclusive; · = no result given; & = joins results of further samples; [ ] = dose if it differs, or a comment. Unless noted, calls follow the shape of the dose curve; as a rule, active = well fitted curve in the direction sought with a large enough effect; inconclusive = small, poorly fitted or top-dose-only effect, or another doubt; inactive = no such curve, though single readings can be large; an effect the other way counts as inactive or inconclusive. Unless noted, % is scaled to controls: 0 for no effect and ±100 for the full control effect.
structure	AmpC detergent	Giardia FBPA inh	HCMV antiviral	AMA1 RON2 block	HCV inh	Sm TGR block
O=C(COc1ccccc1Cl)NC(=S)Nc1ccc(CN2CCOCC2)cc1	-13%	-1%	-25	27%	-19%	-14%
CC1(C)O[C@H]2[C@@H](O1)[C@@H](C(=O)Nc1ccc(F)c(F)c1)O[C@@H]1OC(C)(C)O[C@@H]12	8%	·	11	·	·	-1%
COc1ccc(NC(=O)c2ccc(C)cc2)cc1	-12%	-8%	66	8%	-11%	6%
CCC12CN3CCN(CC(C3)/C1=N\NC(=O)Nc1ccccc1)C2	-9%	8%	-30	0%	2%	-13%
COc1ccc(OC)c(C(=O)N2CCC(n3nccc3NC(=O)CC(C)C)CC2)c1	-12%	·	0	-7%	12%	-1%
CC(C)(C)c1ccc(C(=O)NNC(=O)Cc2ccccc2)cc1	1%	7%	67	28%	13%	4%
O=C(Cc1cccc(NC(=O)C2CCN(C(=O)C3CCC3)CC2)c1)Nc1cccc(C(=O)N2CCCC2)c1	-8%	·	15	9%	-22%	-24%
O=C1[C@H](Cc2ccccc2)NCC=CC[C@H](c2ccc(Cl)cc2)N1Cc1ccccc1	·	·	4	-16%	-6%	·
CCOc1ccc(C(=O)CCC(=O)NC(C)C(=O)OC)cc1 (centres undefined)	-10%	4%	43	9%	12%	1%
CCOC(=O)N/N=C/c1cn(Cc2ccccc2Cl)c2ccccc12	?	3%	4	18%	?	-9%
CC(=O)c1ccc(NC(=O)Cn2c(=O)c3cccn3c3ccccc32)cc1	0%	·	?	·	·	11%
CC(=O)Nc1ccc(S(=O)(=O)N(C)CC(=O)OCC(=O)Nc2cc(C)on2)cc1	-2%	·	6	4%	-9%	-7%
COc1ccc(-c2csc(NC(C)c3nc4cc(Cl)c(N5CCCCC5)cc4n3CCCO)n2)cc1 (centres undefined)	·	·	0	47%[activator]	?	·
O=C(Cc1ccc(Cl)cc1)N1CCc2ccccc2C1	·	·	47	2%	-2%	·
O=C(O)c1nccnc1C(=O)Nc1ccccc1-c1ccccc1	3%	16%	47	-6%	5%	-3%
Cc1cccc(C(=O)CC(=O)c2cc(Cl)ccc2O)c1	-7%	-16%	·	82%[activator]	?	-4%
N=C(c1ccc([N+](=O)[O-])cc1)N1CCCCC1	2%	0%	5	0%	10%	·
CC(C)NC(=O)c1ccc(Cl)cc1Cl	-2%	2%	72	-4%	?	·
Cc1ccc(NC(=O)c2cccnc2)cc1S(=O)(=O)N1CCOCC1	-1%	·	-19	-6%	?	1%
C/C(=C\C(=O)c1ccc(Cl)cc1)NCc1ccc2c(c1)OCO2	-13%	-1%	3	-9%	-26%	10%
O=C(/C=C/c1ccccc1)Nc1cc(-c2nc3cc(Cl)ccc3o2)ccc1Cl	-2%	·	89	·	·	-1%
CCOc1cc2ccccc2cc1C(=O)Nc1ccccn1	·	·	83	5%	?	·
COc1ccc(CNC(=O)CSc2ncc3c(n2)-c2ccc(Cl)cc2N(Cc2ccc(F)cc2)S3(=O)=O)cc1OC	3%	·	17	·	·	7%
CCOC(=O)c1cc(-c2ccccc2)sc1NC(=O)CC	5%	3%	23	11%	?	2%

# Entries of single compounds, quoted from the list. Screens in order: AmpC detergent	Giardia FBPA inh	HCMV antiviral	AMA1 RON2 block	HCV inh	Sm TGR block
# CCOC(=O)c1cc(-c2ccccc2)sc1NC(=O)CC is entered as 5%	3%	23	11%	?	2%
# O=C(/C=C/c1ccccc1)Nc1cc(-c2nc3cc(Cl)ccc3o2)ccc1Cl is entered as -2%	·	89	·	·	-1%
# CC(C)NC(=O)c1ccc(Cl)cc1Cl is entered as -2%	2%	72	-4%	?	·
# C/C(=C\C(=O)c1ccc(Cl)cc1)NCc1ccc2c(c1)OCO2 is entered as -13%	-1%	3	-9%	-26%	10%
# CCOc1cc2ccccc2cc1C(=O)Nc1ccccn1 is entered as ·	·	83	5%	?	·

# Continuation:
structure	AmpC detergent	Giardia FBPA inh	HCMV antiviral	AMA1 RON2 block	HCV inh	Sm TGR block
Cc1ccc(C(=O)COC(=O)C(C)N2C(=O)C3C4C=CC(C4)C3C2=O)cc1 (centres undefined)	4%	7%	-15	-6%	9%	-1%
O=C(COc1cc2oc(=O)c3c(c2cc1Cl)CCC3)NCc1ccccn1	-1%	-1%	·	17%	5%	13%
Cc1cc(C)cc(OCCNC(=O)CCc2ccccc2)c1	-7%	4%	24	2%	19%	14%
Cc1nc(Nc2ccc3c(c2)OCCO3)c2nnn(Cc3ccccc3Cl)c2n1	-4%	-21%	-92*	13%	10µM*	-2%
Cc1ccc(/C=C/C(=O)Nc2ccc(Oc3ccccc3)cc2)o1	-9%	-17%	-30	-17%	11µM*	18µM*
O=C(NCCN1CCOCC1)c1cc2cc([N+](=O)[O-])ccc2s1	0%	-2%	-16	-8%	9%	·
CCN(C(=O)COc1nc(C)cc(C)c1C#N)c1ccccc1	-11%	8%	-14	4%	0%	2%
O=C(Nc1ccccn1)c1ccccc1	·	·	41	13%	2%	·

# (list continues)
# Screens in order: AmpC detergent | Giardia FBPA inh | HCMV antiviral | AMA1 RON2 block | HCV inh | Sm TGR block
- O=C(CNC(=O)c1ccco1)NCC(=O)OCc1cccc(Cl)c1
  -9% | -1% | -12 | 6% | 15% | -45%
- CCN1CCC(NC(=O)Nc2cc(Cl)ccc2OC)CC1
  -15% | -1% | -13 | 17% | 1% | 4%
- Cc1nc(NC(=O)c2ccccc2)sc1-c1csc(Nc2ccc(Cl)cc2Cl)n1
  -11% | -12% | · | · | · | 13%
- Cc1ccc(CCNC(=O)CN2C(=O)COc3ccc(S(=O)(=O)N4CCCC4)cc32)cc1
  4% | · | -87* | · | · | 8%
- CC(=O)c1cccc(NC(=O)CSCc2ccc(Br)cc2)c1
  -12% | 1% | -21 | -4% | ? | -1%
- COC(=O)C1=C(c2cccc(OCc3ccccc3)c2)C[C@@H]2CC[C@H]1N2C(=O)NCc1cccc(F)c1
  -1% | · | -25 | -7% | -26% | -7%
- CC(=O)COc1cc(C)cc2oc(=O)c(C)c(C)c12
  -21% | 2% | 16 | -5% | ? | 4%
- Cc1ccc(-c2ccnc3cc(C)nn23)cc1
  -4% | 0% | ? | 11% | ? | -2%
- COC(=O)c1ccc(C23CC4(C2)[C@H](CN(C)[C@@H]4c2ccccc2)C3c2ccc(Cl)nc2)cc1 (some centres undefined)
  2% | 4%&2% | 6 | -24% | 5%[8.37 µM] | -30%
- COc1ccc(NC(=O)N2CCCC(C(=O)Nc3cccc(C)c3C)C2)cc1 (centres undefined)
  -3% | · | -24 | 0% | -4% | -3%
- Cc1oc(-c2ccc(Cl)cc2)nc1CS(=O)CC(=O)NC1CC1 (centres undefined)
  2% | · | -3 | -4% | ? | 16µM*
- Cc1cc(C)cc(NC(=O)Oc2ccccc2N2CCCCC2)c1
  1% | -4% | 118 | 11% | -8% | -29%
- N#CCCN(C(=O)COC(=O)c1ccc2c(c1)NC(=O)CS2)c1ccc2c(c1)OCCO2
  ? | -1% | 25 | 0% | 6% | 1%
- Cc1ccc2c(c1)c1c(c(=O)n(-c3ccccc3)c(=O)n1CC(=O)N1CCCC1)n2C
  8% | · | 1 | · | · | 13%
- Cc1ccc(NC(=O)CN(C)C(=O)c2cc(-c3ccccc3)nn2-c2ccccc2)cc1
  -12% | · | -20 | -8% | ? | 4%
- CC(C)C(NC(=O)c1c(F)cccc1F)C(=O)N1CCN(c2ncccn2)CC1 (centres undefined)
  · | · | 0 | -11% | 15% | ·
- Cc1ccsc1CN(C)CC(=O)NCC(=O)Nc1ccc(F)c(F)c1F
  · | · | ? | 61%[activator] | 5% | ·
- CC1C(=O)C(C)C(c2cc(Br)ccc2O)NC1c1cc(Br)ccc1O (centres undefined)
  · | · | 12 | 85%[activator] | -24% | ·
- NC(=O)c1ccccc1OCC(=O)NC12CC3CC(CC(C3)C1)C2
  -4% | -6% | 10 | 10% | -20% | -1%
- Cc1cc(C)c2c(=O)[nH][nH]c2n1
  · | · | 1 | 0% | 28% | ·
- O=C(O)CSCCC(=O)Nc1ccc(F)cc1
  -3% | 4% | 11 | 27% | 2% | 0%
- CCCCc1ccc(-n2nnnc2SCC(=O)Nc2cc(OC)c([N+](=O)[O-])cc2C)cc1
  2% | 5% | -24 | 8% | 8% | 3%
- O=C(Cc1nnc(NC(=O)Nc2ccccc2)s1)Nc1ccccc1
  -2% | 1% | 16 | 0% | 6% | 4%
- CC(=O)Nc1ccc(S(=O)(=O)NCCC(=O)OCC(=O)c2cccc(Br)c2)cc1
  -5% | · | ? | 0% | -13% | 2%
- COc1cccc(/C=N/n2nnnc2N)c1O
  0% | -7% | ? | 0% | -7% | 8%
- COCCCNC(=O)c1cccc(OC)c1OC
  1% | -4% | 3 | -12% | 9% | 6%
- Cc1ccc2c(c1)c1c3n2CCN(C(=O)Cn2c(-c4ccccc4)noc2=O)C3CCC1 (centres undefined)
  ? | -3% | 25 | -18% | ? | -7%
- OCCNc1nc(Nc2ccc(Cl)c(Cl)c2)nc2ccccc12
  -1% | ? | -6 | 6% | 10µM* | 1%
- CCNC(=S)Nc1ccc(Cc2nc3ccccc3[nH]2)cc1
  -1% | 7% | 38 | 11% | 3% | ?
- O=C(CN1CCN(c2ccc(F)cc2)CC1)NCc1ccc(Cl)cc1
  -12% | 7% | ? | -13% | 3% | 0%

# Quoted at random: 2 compounds from above
# Screens in order: AmpC detergent | Giardia FBPA inh | HCMV antiviral | AMA1 RON2 block | HCV inh | Sm TGR block
- CC(=O)COc1cc(C)cc2oc(=O)c(C)c(C)c12
  -21% | 2% | 16 | -5% | ? | 4%
- Cc1ccc(CCNC(=O)CN2C(=O)COc3ccc(S(=O)(=O)N4CCCC4)cc32)cc1
  4% | · | -87* | · | · | 8%

# Remaining list, next part
# Screens in order: AmpC detergent | Giardia FBPA inh | HCMV antiviral | AMA1 RON2 block | HCV inh | Sm TGR block
- O=C(/C=C/NNC(=O)c1ccccc1)c1ccccc1
  -13% | ? | -16 | 90%[activator] | ? | 0%
- O=c1c(-c2nnc(SCc3ccc(Cl)cc3Cl)o2)cccn1Cc1ccccc1
  5% | 2% | 2 | 47%[activator] | ? | 19%
- COC(=O)c1c(-c2cccs2)csc1NC(=O)COc1c(C)ccc(C)c1C
  22% | · | -9 | · | · | 5%
- COc1ccc(CNC(=O)CN(C(=O)Cn2nnc(-c3ccccc3F)n2)c2ccc(C)cc2)cc1
  4% | -1% | -25 | 2% | -14% | 0%
- FC(F)(F)c1ccc(CN2C[C@@H]3C(c4ccccc4)C4(c5cccnc5)CC3(C4)[C@H]2c2ccccc2)cc1 (some centres undefined)
  2% | -5%&-4% | -26 | -6% | -19% | ?
